TDP1 block = TDP1 (human) enzyme inhibition; AID 485290; Q9NUW8; actives 0.28% (n = 350,000); recombinant TDP1, AlphaScreen DNA substrate cleavage; Potency, µM (series often up to 130 µM), without a hit: top-dose activity change, negative = inhibition, actives largely listed as inhibitors; note: nearly all actives have a fitted effect of over 40% in size
Target sequence (Q9NUW8 whole entry, looked up): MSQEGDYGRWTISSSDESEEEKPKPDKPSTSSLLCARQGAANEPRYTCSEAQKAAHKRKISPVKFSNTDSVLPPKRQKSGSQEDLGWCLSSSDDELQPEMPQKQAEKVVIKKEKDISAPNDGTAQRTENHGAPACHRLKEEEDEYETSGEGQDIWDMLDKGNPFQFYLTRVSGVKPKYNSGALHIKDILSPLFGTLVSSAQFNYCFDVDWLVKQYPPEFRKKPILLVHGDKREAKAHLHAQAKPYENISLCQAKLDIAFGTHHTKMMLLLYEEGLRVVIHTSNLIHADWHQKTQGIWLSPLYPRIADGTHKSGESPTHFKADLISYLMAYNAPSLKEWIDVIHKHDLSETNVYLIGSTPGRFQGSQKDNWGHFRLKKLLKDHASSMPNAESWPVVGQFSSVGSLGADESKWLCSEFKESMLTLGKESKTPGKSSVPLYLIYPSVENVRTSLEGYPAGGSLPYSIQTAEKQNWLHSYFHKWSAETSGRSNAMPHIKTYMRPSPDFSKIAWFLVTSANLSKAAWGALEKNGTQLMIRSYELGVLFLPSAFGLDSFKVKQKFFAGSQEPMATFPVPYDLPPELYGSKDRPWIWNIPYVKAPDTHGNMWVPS
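Steps: enzyme plus compound, 15 min RT; add biotin/phosphotyrosine-FITC oligonucleotide (15 nM final), react 5 min; add donor/acceptor beads (10 ug/ml final), 10 min; read AlphaScreen. Tdp1 at 1 nM final.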
DT40 TDP1 no CPT = qHTS for Inhibitors of human tyrosyl-DNA phosphodiesterase 1 (TDP1): qHTS in cells in absence of CPT. DT40 Tdp1-/- hTDP1 cells, no CPT, ATP luminescence, 48 h. Potency, µM (titrated, usually from 46.2 µM), for the others: at the highest dose activity change, negative = growth inhibition, actives largely listed as inhibitors. actives 15% (n = 420,000). AID 686978, 2013; note: nearly all actives have a fitted effect of over 55% in size
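No-CPT arm: Tdp1-/-;hTDP1 DT40 cells (400/well) plus compounds, incubated ≥48 hr at 37 °C. Readout CellTiter-Glo luminescence.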
GCN5L2 inh = GCN5L2 (KAT2A) acetyltransferase inhibition | Q92830 | GCN5L2 HAT assay, ThioGlo1 CoA-SH fluorescence | Potency, µM (series often up to 58.9 µM), without a hit: at the top dose activity change, negative = inhibition, most hits filed as inhibitors | actives 0.21% (n = 390,000) | AID 504327
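GCN5L2 (20 nM) in 50mM HEPES pH 7.5, 0.1mM EDTA, 0.01% Tween-20 preincubated 15 min with compounds at room temperature. Reaction started with H3(1-25) 75uM, acetyl-CoA 70uM, ThioGlo1 50uM; CoA-thiol fluorescence (Ex340/Em540) read at 0 and 20 min.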
Starred values were filed as active, the others as inactive; ? = inconclusive; / = not tested or not shown; & = joins results of further samples; [ ] = remark or other dose. Calls come from the whole dose curve; as a rule, active = well fitted curve in the direction sought with a large enough effect; inconclusive = small, poorly fitted or top-dose-only effect, or another doubt; inactive = no such curve, though single readings can be large; an effect the other way counts as inactive or inconclusive. % is set by controls: 0 for no effect and ±100 for the full control effect; potency is the fitted concentration of half-maximal effect. An excerpt. The share of hits here may be higher or lower than overall.

Structure,GCN5L2 inh,DT40 TDP1 no CPT,TDP1 block
CCOc1ccc(NC(=O)c2c(NC(=O)Cc3ccccc3)sc3c2CCCCC3)cc1,?,21µM*,-8%[12.3 µM]
O=C1CC(Cc2ccc(Cl)cc2)C(=O)N1c1ccccn1 (stereo unspecified),-7%,1%,3%
CCN(C(=O)CSc1nnc(COc2ccccc2F)n1N)C1CCS(=O)(=O)C1 (stereo unspecified),0%,-11%,5%
CN(C)C(=O)COc1ccc(C(=O)/C=C/c2cccnc2)cc1,-2%,13µM*,5%[0.0935 µM]
CCOC(=O)c1cccc(NC(=O)c2ccco2)c1,-2%,-8%,11%
CC(C)c1ccc(-c2nc(N3CCCCCC3)nc3n[nH]c(N)c23)cc1,-2%,?,6%
Cc1nc(NCC2CCCO2)[nH]c(=O)c1CCC(C)C (stereo unspecified),2%,-27%,7%
COc1ccccc1CN1CCCC2(CCN(C(=O)c3c(C)noc3C)CC2)C1,1%,-5%,/
CC(C)c1ccc(NC2CCCN(C(=O)c3ccsc3)C2)cc1 (stereo unspecified),-33%,18µM*,5%
N#CCSc1nc2ccccc2c(=O)n1CC1CCCC1,3%,?,-2%
O=S(=O)(c1ccccc1)c1nc(-c2ccccc2Cl)oc1NCCN1CCOCC1,-5%,?,-2%
COC(=O)c1ccc(COc2ccc(/C=C(\C#N)c3nc4ccccc4[nH]3)cc2OC)o1,-29%,5.8µM*,/
COc1ccccc1NC(=O)CCS(=O)(=O)c1ccc2nc(C)sc2c1,-1%,-27%,3%
COc1cc2nc(Cl)nc(N3CCOCC3)c2cc1OC,-3%,?,7%
Cc1cc(NC(=O)c2ccccc2)n(C)n1,0%,6%,/
CCCN(Cc1cc2cc(OC)ccc2[nH]c1=O)C(=O)c1ccncc1,-4%,16µM*,5%
Cc1cc(=O)[nH]c(Nc2ccccc2C)n1,-1%,-10%,/
CN(C(=O)c1cccc(N2C(=O)C3C4C=CC(C4)C3C2=O)c1)C1CCCCC1 (stereo unspecified),-6%,-6%,4%
CCOc1cc(NS(=O)(=O)CC)c(OCC)cc1NC(=O)c1ccco1,-2%,?,3%
Cc1ccc(S(=O)(=O)NCC2CCC(C(=O)NCCCOC(C)C)CC2)cc1 (stereo unspecified),-5%&-1%,-13%,5%&-5%
Nc1c(C(=O)Nc2ccc3c(c2)OCCO3)nnn1Cc1ccc(Br)cc1,-1%,-28%,8%
Cc1nn(C)cc1C(=O)Nc1c(C)nn(Cc2ccccc2Cl)c1C,1%,-9%,-3%
CC(=O)N(c1ccc(C)cc1)C1C=CS(=O)(=O)C1 (stereo unspecified),1%,-12%,-7%
COC(=O)[C@@]1(Cc2ccc(F)cc2)[C@H]2c3cc(C(=O)N(C)C)n(CC4CC4)c3C[C@H]2CN1C(=O)c1ccccc1,/,18µM*,12%
CC(=O)Nc1cccc(/C(C)=N/NC(N)=S)c1,-12%,-2%,-2%
O=C(Nc1ccc(Cl)c(-c2nc3ccccc3o2)c1)c1ccc(-c2cccc([N+](=O)[O-])c2)o1,-5%,/,-2%
O=C(/C=C/c1cccc([N+](=O)[O-])c1)N1CCN(Cc2ccccc2)CC1,1%,?,6%
Cc1cccc(C)c1OCC(=O)Nc1ccccc1N1CCCCC1,3%,?,-2%
N#Cc1cccc(NC(=O)Cn2cnc(S(=O)(=O)N3CCc4ccccc43)c2)c1,-18%,-20%,3%
O=C(c1ccc2c(c1)N(Cc1ccc(F)cc1)C(=O)c1ccccc1S2(=O)=O)N1CCN(c2ccccn2)CC1,-4%&-10%,18µM*,2%&5%

Laid out differently: results already given
CC(C)c1ccc(NC2CCCN(C(=O)c3ccsc3)C2)cc1 (stereo unspecified)
  GCN5L2 inh: -33%	DT40 TDP1 no CPT: 18µM*	TDP1 block: 5%
COc1ccccc1CN1CCCC2(CCN(C(=O)c3c(C)noc3C)CC2)C1
  GCN5L2 inh: 1%	DT40 TDP1 no CPT: -5%	TDP1 block: /
Cc1cc(=O)[nH]c(Nc2ccccc2C)n1
  GCN5L2 inh: -1%	DT40 TDP1 no CPT: -10%	TDP1 block: /
CC(C)c1ccc(-c2nc(N3CCCCCC3)nc3n[nH]c(N)c23)cc1
  GCN5L2 inh: -2%	DT40 TDP1 no CPT: ?	TDP1 block: 6%

Further records
Structure,GCN5L2 inh,DT40 TDP1 no CPT,TDP1 block
Cc1ccc(C2(c3noc(CN4CCC(C(=O)N5CCOCC5)CC4)n3)CCCC2)cc1,-13%,?,6%
Clc1ccc(-c2nc3ccccc3n2OCc2ccccc2)cc1,1%,21µM*,-1%
COc1cccc(C(=O)NCCc2csc(-c3ccc(Cl)cc3)n2)c1,-7%,?,7%
Cc1nc2sc(C(c3cccs3)N3CCOCC3)c(O)n2n1 (stereo unspecified),-5%,-2%,3%
CN(C)S(=O)(=O)c1ccc(Cl)c(NC(=O)CN2C(=O)NC3(CCc4ccccc43)C2=O)c1 (stereo unspecified),-5%,-22%,0%[56.1 µM]
O=C(Nc1nnc(SCc2ccc(F)cc2)s1)c1ccc2c(c1)C(=O)N(c1ccccc1Cl)C2=O,-16%,-7%,-5%
Cc1cccc(NC(=S)NCCc2ccccc2)c1C,1%,?,/
COc1ccc(-c2nc(=S)c3c([nH]2)Oc2ccc(C)cc2C3)cc1O,-1%,-1%,2%
COc1ccccc1CNC(=O)c1cc2c(s1)CS(=O)(=O)C2,/,-4%,2%
CC(=O)c1ccc(NC(=O)CN(C)CC(=O)Nc2cccc(F)c2)cc1,-2%,?,3%
CCN1CCN(c2csc3ccc(Br)cc3c2=O)CC1,-8%,-27%,7%
O=C(CN1CCN(Cc2ccccc2)CC1)N/N=C/c1ccco1,-2%,-21%,0%
Cc1nn2c(N3CCN(CCO)CC3)c3c(nc2c1-c1ccccc1)CCCC3,-2%,?,/
CC(C)CC(OC(=O)c1ccco1)C(=O)NCC1CCCO1 (stereo unspecified),0%,-16%,0%
Cc1cc(NC(=O)NC(C(F)(F)F)C(F)(F)F)no1,-1%,15%,/
CCS(=O)(=O)N1CCCC(C(=O)NC2CCC(C)CC2)C1 (stereo unspecified),-25%,-1%,5%
COc1ccc(CC(=O)Nc2cc(C)on2)cc1,-4%,0%,4%
O=C(c1cccs1)c1coc2ccc(O)c(CN(CCO)CCO)c12,-2%,-21%,5%
O=[N+]([O-])c1cccc(S(=O)(=O)N2CCN(c3ccccn3)CC2)c1,8%,?,2%
O=C(COC(=O)c1ccccc1NCCO)Nc1cccc(S(=O)(=O)NC2=NCCCCC2)c1,-18%,-20%,-13%
COc1ccccc1NC(=O)[C@@H]1CCCN1S(=O)(=O)c1ccc(Cl)cc1,-12%,?,-11%
CCCc1cc(=O)oc2c(CN3CCCC3)c(O)c(Cl)cc12,?,-5%,5%
CCC(CO)Oc1cc(NCc2ccc(C(F)(F)F)cc2)c2ncn(C(C)C)c2c1 (stereo unspecified),-4%,?,7%
COC(C[C@H](O)[C@H](C)[C@@H](O)COCc1ccccc1)OC,-9%,0%,2%
COc1ccc(N(CC(=O)NCc2ccccc2)S(=O)(=O)c2c(C)n[nH]c2C)cc1,3%,-3%,2%
Cc1ccc(S(=O)(=O)N2C[C@@H]3c4ccccc4N(S(=O)(=O)c4ccc(C)cc4)[C@@H]3[C@@H](C)C2CC(=O)c2ccccc2)cc1 (stereo partly specified),2%,-3%,-1%[56.1 µM]
COc1ccc(N(C)C(=O)CCS(=O)(=O)c2cccc3nonc23)c(OC)c1,-4%,-7%,-5%
Nc1nc(CSc2n[nH]c(-c3ccccc3)n2)nc(Nc2ccccc2)n1,-8%,?,7%
CCOC(=O)c1ccccc1NC(=O)Cn1cnc2c(nnn2-c2ccc(C)cc2)c1=O,4%,-4%,1%
O=S(=O)(Nc1ccc(-c2ccc3nncn3n2)cc1)c1cc(F)ccc1F,0%,?,-4%
Cc1cc(C)c2c3c(sc2n1)C(=O)N(C)CC(=O)N3,-1%,-4%,2%
Cc1ccc(S(=O)(=O)/N=C(/Nc2ccccc2C)c2ccccc2)cc1,-1%,?,-3%
COc1cccc(-n2c(SCc3cccc(C)c3)nc3c([nH]c4ccccc43)c2=O)c1,-14%,?,7%
CC(=O)Nc1ccc(S(=O)(=O)N2CCSC2c2ccco2)cc1 (stereo unspecified),-17%,-13%,/
CCC1CCCCN1Cc1nc(Cc2ccccc2Cl)no1 (stereo unspecified),0%,?,1%
CCn1c(=O)n(CC)c2cc(N3CCCCC3)c(NC(=O)Nc3cc(C)cc(C)c3)cc21,-7%,6.5µM*,6%
CC(C)NC(=O)c1onc(CSc2ccc(Cl)cc2)c1C(=O)NC(C)C,-10%,-81%,1%
O=C(CN1CCN(S(=O)(=O)c2ccc(F)cc2)CC1)Nc1cc(C(F)(F)F)ccc1Cl,-7%,?,2%
CCN(Cc1ccccc1)Cc1c(O)ccc2oc(C)c(C(=O)Nc3ccccc3C)c12,-2%,13µM*,7%
CCCn1c(SCC(=O)Nc2cccc(F)c2)nc(O)cc1=O,-17%,-16%,1%[56.1 µM]
Cc1nnc2ccc(-c3ccc(NS(=O)(=O)c4ccccc4F)cc3)nn12,-7%,-18%,1%
Cc1nc(SCC(=O)NC(=O)NC2CCCCC2)nc(C)c1C,-5%,?,3%
COc1ccc(N(CC(=O)Nc2cc([N+](=O)[O-])ccc2C)S(C)(=O)=O)cc1OC,1%,-2%,1%
COc1cc(/C=N/NC(=O)CNC(=O)c2cccs2)ccc1O,2%,-24%,-5%
O=C(CSc1ccc(-c2ccccc2)nn1)NCc1ccco1,1%,-3%,-5%
CC1CCN(c2nc3c(c(=O)[nH]c(=O)n3C)n2CCCc2ccccc2)CC1,1%,?,8%
Cc1ccc(NC(=O)CN2CCC(C(N)=O)CC2)cc1[N+](=O)[O-],-5%,-11%,1%
Cn1cc(CN2CCC(C(O)CCc3ccccc3)CC2)c(-c2ccccc2F)n1 (stereo unspecified),3%,-15%,/
O=C(CSc1nnc(NC2CCCCC2)s1)NC1CCS(=O)(=O)C1 (stereo unspecified),-4%,4%,2%
N#Cc1c(-c2ccc(F)cc2)cc(-c2cccs2)nc1SCC(=O)O,-14%,?,/
O=C(Cn1nnc2ccccc21)c1ccccc1,-2%,-20%,-3%
Cc1cc(NC(=O)COC(=O)CC2CCCC2)c([N+](=O)[O-])cc1C,-1%,0%,3%
Cc1ccn2c(/C=N/OCc3ccc(F)cc3)c(-c3ccc(Cl)cc3)nc2c1,0%,?,5%
CCOc1ccc(/C=N/n2nnnc2N)cc1OCC,-9%,-16%,/
COc1ccc(/C=C2/CCCC(C(=O)C(F)(F)F)=C2O)cc1OC,-18%,18µM*,3%
CCc1nn2c(N3CCOCC3)cc(C)nc2c1-c1ccccc1,-9%,-30%,/
CCCc1nc2ccccc2c(C(=O)OCC(=O)NCc2ccco2)c1CC,0%,?,7%
O=C(COc1ccc(Cl)cc1)N1CCN(C(=O)c2ccccc2F)CC1,2%,-2%,/
CCc1ccc(OCC(=O)Nc2ncc3c(n2)CC(C)(C)CC3=O)cc1,0%,-10%,0%
Cc1nc2sc(C(c3ccccc3)N3CCN(C)CC3)c(O)n2n1 (stereo unspecified),-16%,-10%,/

The results go on.
Structure,GCN5L2 inh,DT40 TDP1 no CPT,TDP1 block
Cn1c(-c2ccc(-c3ccccc3)cc2)c[nH]c1=S,-15%,?,14%
CCN1C(=O)[C@H]2[C@@H](c3ccc(-c4ccc(OC)cc4)cc3)N3CCCC[C@@]3(C(=O)OC)[C@H]2C1=O,-14%,16µM*,-1%
CC(C)C(C(=O)Nc1ncn[nH]1)N1C(=O)c2ccccc2C1=O (stereo unspecified),-1%,7%,3%
O=C(COc1ccc([N+](=O)[O-])cc1)Nc1cccnc1,0%,12%,0%
COc1ccc(/C=N\NC(=O)COc2ccccc2Cl)cc1Cn1nc(C)cc1C,-5%,23µM*,5%
O=C1CCC(C(=O)Nc2cc(C(F)(F)F)ccc2-n2cncn2)=NN1,-3%,-3%,0%
COc1ccc(-n2nccc2-c2nn(-c3cccc(OC)c3)c(=O)n(C)c2=O)cc1,2%,?,5%
